Glyco luc inh: blocks N-linked glycosylation in D54 reporter cells; D54 ERlucT glycosylation luciferase reporter, 24 h; percent of 100 nM tunicamycin response; reporter increase, % at 12.5 µM; 0.23% of 360,000 active;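 active = mean luciferase reporter signal, scaled so untreated is 0 and the glycosylation-blocking control 100, at or above a set limit in every replicate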;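 also: luciferase carries N-glycosylation sites so blocking glycosylation raises the light; 0% = median of neutral control wells and 100% = median of 100 nM tunicamycin wells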
MC4R barr agon: human MC4R agonism via beta-arrestin | 0.98% of 360,000 active | P32245 | U2OS MC4R beta-arrestin complementation, luminescence; percent of melanotan II response, DMSO zero | AID 540308 | activation, % at 8.9 µM;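 active = activation above a per-plate cutoff, the mean activation of sample wells on that plate plus 3 SD, cut at about 8% in these data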
Target sequence (P32245 whole entry, looked up): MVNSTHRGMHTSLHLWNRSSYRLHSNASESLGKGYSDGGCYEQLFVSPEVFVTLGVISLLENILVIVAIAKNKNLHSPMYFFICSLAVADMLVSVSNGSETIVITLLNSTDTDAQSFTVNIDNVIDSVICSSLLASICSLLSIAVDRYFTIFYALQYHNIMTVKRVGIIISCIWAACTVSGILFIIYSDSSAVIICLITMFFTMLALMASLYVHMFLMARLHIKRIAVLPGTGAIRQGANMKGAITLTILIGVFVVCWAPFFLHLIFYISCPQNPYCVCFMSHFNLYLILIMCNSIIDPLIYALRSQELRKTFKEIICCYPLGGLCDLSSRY
ABHD5-PLIN5 inh: blocks binding of human ABHD5 to perilipin-5. Split G. princeps luciferase complementation, luminescence, 4 h. inhibition, % at 4 µM. 0.78% of 360,000 active. AID 602281;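 active = inhibition above the mean inhibition across every tested compound plus 3 SD, cut at about 22% in these data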;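 also: 0% = DMSO only wells and the 100% control is not disclosed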
Cardio protect: protects H9c2 cardiomyocytes from peroxide injury | H2O2 injury protection, ATPLite, 2 h | AID 588492 | 0.63% of 360,000 active | protection from H2O2 cell death, % at 20 µM;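 active = compounds giving at least 50% protection of heart cells from peroxide-induced death in the single-dose screen, raw or plate-pattern-corrected value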;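 also: 0% = DMSO wells with peroxide and 100% = DMSO wells without peroxide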
NOD2 RIPK2 PPI: NOD2-RIPK2 protein interaction inhibition; CHO BLA complementation NOD2-RIPK2, CCF4 ratio; O43353; 0.38% of 360,000 active; inhibition, % at 4.98 µM; in the data active = inhibition above about 21%;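 also: 0% = vehicle only and 100% = reference blocker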
Target sequence (O43353 whole entry, looked up): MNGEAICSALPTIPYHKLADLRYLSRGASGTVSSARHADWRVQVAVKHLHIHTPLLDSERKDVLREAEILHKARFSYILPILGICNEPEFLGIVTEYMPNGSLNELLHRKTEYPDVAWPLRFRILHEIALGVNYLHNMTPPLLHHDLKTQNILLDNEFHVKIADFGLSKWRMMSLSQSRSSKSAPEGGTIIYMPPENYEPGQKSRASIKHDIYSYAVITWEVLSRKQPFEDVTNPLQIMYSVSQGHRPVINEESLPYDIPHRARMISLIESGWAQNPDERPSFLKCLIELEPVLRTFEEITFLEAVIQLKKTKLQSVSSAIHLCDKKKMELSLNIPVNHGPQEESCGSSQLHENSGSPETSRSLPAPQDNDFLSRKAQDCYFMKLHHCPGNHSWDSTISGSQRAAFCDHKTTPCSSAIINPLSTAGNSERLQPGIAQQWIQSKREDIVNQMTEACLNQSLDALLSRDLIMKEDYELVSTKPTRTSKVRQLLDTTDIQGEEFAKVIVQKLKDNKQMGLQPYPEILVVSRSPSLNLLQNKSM
NCOA2 inhibitor: inhibits human steroid receptor coactivator 2; HEK293 GAL4-SRC2 luciferase reporter, luminescence; inhibition, % at 9 µM; 0.17% of 370,000 active; AID 651957;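 active = inhibition above the mean inhibition of all tested compounds plus 3 SD, set per campaign, cut at about 52% in these data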;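 also: 0% = DMSO treated cells and 100% = cells given Gossypol at 36 µM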
TLR9-MyD88 block: blocks human TLR9 binding to MyD88. CHO BLA complementation TLR9-MyD88, CCF4 FRET ratio. inhibition, % at 4.98 µM. 0.21% of 340,000 active. AID 504734;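 active = inhibition above the mean over all tested compounds plus 3 SD, cut at about 21% in these data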;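 also: 0% = DMSO only wells and 100% = clavulanate BLA inhibitor control wells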
MC4R antag cAMP: antagonists of human melanocortin 4 receptor (MC4R). P32245. MC4R-expressing cells, MTII-stimulated cAMP, LANCE TR-FRET. inhibition, % at 6.5 µM. 0.48% of 360,000 active. AID 540295;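 active = inhibition above its plate's cutoff, the mean of tested wells on that plate plus 3 SD, cut at about 29% in these data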;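 also: 0% = Melanotan II alone and 100% = Melanotan II plus saturating MCL0020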
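Assay system: human MC4R-expressing U2OS cells; reagent: Melanotan II stimulation of cells; dosing: 6.5 µM single dose; timing: compound 30 min, challenge 1 h, detection 1 h; signal: TR-FRET cAMP assay; replicates: one well per compound, no replicates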
m5-HT2A agonist: mouse HTR2A agonism via beta-arrestin recruitment | 0.66% of 360,000 active | AID 624169 | CHO-K1 mHTR2A beta-arrestin complementation, luminescence; percent of 30 µM serotonin response | activation, % at 7.6 µM;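 active = activation above a run cutoff, the mean activation of all tested compounds plus 3 SD, cut at about 14% in these data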;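 also: 0% = plate median of compound wells and 100% = 30 µM serotonin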
ABCB6 inh MLPCN: blocks the human ABCB6 transporter. 0.19% of 360,000 active. fluorescence ratio to DMSO, % at 10 µM. AID 602162. K562-ABCB6 porphyrin accumulation, flow cytometry, 1 h; stronger effect = lower value. Q9NP58;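 active = fluorescence ratio to DMSO below 75%, the collection mean minus 3 SD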;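 also: signal is porphyrin accumulated inside mitochondria; 100% equals median channel fluorescence of DMSO control wells; lower ratio means ABCB6 inhibition with less porphyrin fluorescence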
* hit, by the source's call; . = not tested or not shown. This is a subset (hit frequency here may not be typical).

SMILES	Glyco luc inh	MC4R barr agon	ABHD5-PLIN5 inh	Cardio protect	NOD2 RIPK2 PPI	NCOA2 inhibitor	TLR9-MyD88 block	MC4R antag cAMP	m5-HT2A agonist	ABCB6 inh MLPCN
CCOC(=O)c1c(C)oc(C)c(C(=O)OCC)c1=O	2	-1.8	-2	3	-2	-1	-7	6	-4	99
O=C(CCNS(=O)(=O)c1ccc(Cl)cc1)N1CCN(Cc2ccccc2)CC1	-3	-4.5	-6	1	1	2	-5	15	-1	96
Cc1ccc(CNC(=O)CCCc2ccccc2)cc1	2	-0.9	-1	8	3	1	-4	0	0	96
CC[C@]12c3[nH]c4ccccc4c3CCN1C(=O)C(CC(=O)NCCCn1ccnc1)C[C@@H]2C(=O)N1CCN(C(=O)C2CC2)CC1 (stereo not given in full)	-1	-0.9	9	7	-2	0	-15	1	8	103
O=C(Nc1c2c(nn1-c1ccccc1)CS(=O)C2)c1ccc(Br)o1 (stereo not given)	-2	-1.2	2	9	-2	28	1	6	6	93
Cc1ccc(S(=O)(=O)N2CCC(C(=O)N/N=C/c3ccccc3[N+](=O)[O-])CC2)cc1	-3	-2.2	0	1	-11	-7	0	-5	-1	99
CC1CCCC(NC(=O)COC(=O)c2ccc(N(C)C)cc2)C1C (stereo not given)	0	0.2	-3	-4	-10	-10	6	-2	5	97
CC(=O)Nc1ccc(CN2CCc3c([nH]c4ccccc34)C2C(C)(C)C)cc1 (stereo not given)	-3	-0.3	0	-7	0	-20	-6	14	-7	96
COC(=O)c1c(C)[nH]c(C)c1-c1ccc([N+](=O)[O-])cc1	0	-0.2	12	-8	-4	-16	0	0	-4	99
CCNc1nc(NCC)n2c(SCC(=O)Nc3ccc(OC(F)F)cc3)nnc2n1	0	-1.1	4	2	-2	-35	6	2	-3	90
CC(=O)Nc1ccc(S(=O)(=O)NCCC(=O)NCCOc2ccccc2)cc1	4	-1.7	-5	7	-4	-8	5	4	5	99
CC(NC(=O)COC(=O)c1cc(Cl)ccc1O)C1CC2CCC1C2 (stereo not given)	0	3.0	1	-23	3	13	3	2	1	86
Cn1nc(C(C)(C)C)c(NC(=O)c2sccc2Cl)c1C(C)(C)C	0	-0.1	5	3	-10	-11	-5	1	2	96
NC(=O)CC(NC(=O)c1ccc(Cl)cc1)C(=O)NCCc1ccc(S(N)(=O)=O)cc1 (stereo not given)	2	-0.9	10	-2	-4	-44	-4	3	5	104
O=C(O)[C@@H]1CCCN1C(=O)c1ccccc1N1C(=O)[C@@H]2Cc3c([nH]c4ccccc34)C(c3cccc(Cl)c3)N2C1=O (stereo not given in full)	1	-0.3	-1	-7	9	-21	-5	18	1	132
CNC(=S)N1C2CCCC1CC(NC(=O)c1ccc(C)cc1)C2 (stereo not given)	1	-0.1	8	1	6	-14	-4	2	0	102
CC(=O)c1ccc(S(=O)(=O)NCCC(=O)OCC(=O)N(Cc2ccccc2)C(C)(C)C)cc1	-1	0.1	0	17	-2	-24	2	2	4	105
COCCn1c(N)c(N(Cc2ccccc2)C(=O)c2oc3ccccc3c2C)c(=O)[nH]c1=O	2	-0.2	-6	4	-9	13	3	11	5	99
CCOC(=O)[C@]12CCCC=C1N(CCc1ccc(OC)c(OC)c1)C(=O)[C@H](CC(=O)NCc1ccc(C)o1)C2	.	.	11	.	-12	-4	.	.	-1	.
O=S(=O)(Nc1ccncc1)c1ccccc1	1	1.2	-5	-8	-5	-14	4	11	0	99
COc1cccc(C(=O)Nc2nnc(-c3cccs3)o2)c1	1	-1.1	4	22	6	-47	-5	6	2	99
Oc1ccc(Br)cc1/C=N/n1c(COc2ccccc2)n[nH]c1=S	0	-2.5	-6	11	-2	21	9	5	-2	93
Clc1cccc(OCCN2CCCC2)c1	3	-0.3	-4	2	-6	-13	0	-2	-1	105
CSc1ccccc1NC(=O)c1cnc2sc(C)cn2c1=O	4	-2.4	-2	-3	-1	-48	1	9	-1	95
O=C(CSc1n[nH]c(=O)n1C1CC1)NCc1ccccc1	-1	0.6	-8	0	-14	-15	0	15	15*	102
Fc1cc(F)cc(-c2c(-c3ccccc3)ncc3ccc(F)cc23)c1	0	0.8	5	-6	-7	-6	7	1	1	92
CCn1c(SC(C)C(=O)OC)nnc1-c1c[nH]c2ccccc12 (stereo not given)	2	2.4	-4	-15	0	1	-9	25	-1	102
Cc1cc(C)n2nc(SCC(=O)N/N=C/c3ccc(F)cc3)nc2n1	1	1.3	13	3	-9	-6	-1	-15	-1	101
CC(=O)NCc1ccc(S(=O)(=O)NC(C(=O)O)C(C)C)cc1 (stereo not given)	3	1.7	1	-2	5	-27	-3	11	1	98
COc1ccccc1-c1noc(CCC(=O)Nc2cccc(C(F)(F)F)c2)n1	-2	2.7	4	-17	0	20	1	7	5	93
Cc1cc([N+](=O)[O-])ccc1P(=O)(O)c1ccc([N+](=O)[O-])cc1C	0	-2.2	-5	0	2	10	-4	9	-4	104
CN(C)S(=O)(=O)Nc1ccccc1C(N)=O	1	-0.4	9	2	1	-10	16	8	4	92
CN[C@H]1C[C@H]2c3[nH]c4ccc(-c5ccc(OC)cc5)cc4c3CCN2C(=O)[C@H]1[C@H](C)O	-9	-1.8	10	-11	-1	8	-4	14	-8	103
COc1cc2c(cc1O)CC[C@@H]1[C@@H]2CC[C@]2(C)[C@@H](O)CC[C@@H]12	15	-0.4	11	2	-9	.	-4	-20	-1	97
O=C(NCCC(=O)N1CCC2(CC1)NCCc1[nH]cnc12)c1cccc(Br)c1	2	-1.4	0	11	5	-5	2	2	3	101
COc1ccc(N(C(C)C(=O)NN=C2CCCCCCC2)S(C)(=O)=O)cc1 (stereo not given)	3	-1.4	2	5	-4	0	9	2	-1	101
CNC(=O)CSc1nnc(C2CC2)n1-c1ccccc1	2	2.1	5	-8	-2	-21	9	-5	5	92
O=C(CC(Nc1ccccc1)c1ccc(F)cc1)c1ccccc1 (stereo not given)	2	2.3	-4	-9	-3	-4	-1	8	-7	92
O=C1CN(C(=O)CNCc2ccccc2Cl)c2ccccc2N1	-1	-0.3	-6	-1	-1	11	8	9	1	100
CC(C)CC(CC(C)C)=NNC(=O)c1ccc(CSc2nncn2C)cc1	1	-2.3	-5	9	12	-32	-2	9	3	100

Taken from above.
ABHD5-PLIN5 inh with `O=C(CSc1n[nH]c(=O)n1C1CC1)NCc1ccccc1` : -8
TLR9-MyD88 block with `CN(C)S(=O)(=O)Nc1ccccc1C(N)=O` : 16

The listing continues:
SMILES	Glyco luc inh	MC4R barr agon	ABHD5-PLIN5 inh	Cardio protect	NOD2 RIPK2 PPI	NCOA2 inhibitor	TLR9-MyD88 block	MC4R antag cAMP	m5-HT2A agonist	ABCB6 inh MLPCN
[N-]=[N+]=NC[C@H](c1ccccc1)N1CCN(Cc2ccccc2)CCC1=O	-3	0.0	-2	9	1	-19	-3	2	2	92
CC(=O)N1CCN(C(=O)c2ccc(NS(=O)(=O)c3ccc(Cl)c(Cl)c3)cc2)CC1	2	-1.8	6	-2	0	17	3	12	10	98
CCn1c(=O)n(CC(=O)NCc2ccccc2OC)c(=O)c2ccccc21	0	0.5	5	11	5	12	-5	2	0	91
O=C(c1cc(S(=O)(=O)N2CCOCC2)ccc1F)N(Cc1nnc(-c2ccccc2Cl)o1)C1CC1	-4	-1.6	-4	-10	0	0	0	4	-1	93
COc1ccccc1CNC(=O)CS(=O)Cc1nc(-c2ccc(OC)c(OC)c2)oc1C (stereo not given)	3	-1.2	2	1	5	-16	6	-2	0	104
CC(NC(=O)c1ccccc1Cl)c1ccc(-n2ccnc2)cc1 (stereo not given)	0	-2.5	-4	5	-11	1	5	7	3	92
O=C(N=c1ccn(-c2nc3ccccc3nc2NS(=O)(=O)c2ccccc2)cc1)c1cccs1	2	2.1	12	22	15	-9	-2	-5	2	108
CCCCNc1c(NC(C)=O)c(=O)oc2ccccc12	2	-2.4	2	-3	-12	-12	-8	6	-5	102
COc1ccc2c(c1)c(C(C)=O)c(C)n2-c1ccc(C(C)=O)cc1	-10	1.2	2	10	3	13	-10	-2	-7	99
CN1CCN(C(=O)c2cc(Cl)ccc2NC(=O)c2ccc(Cl)cc2Cl)CC1	0	-2.3	3	2	-3	5	-1	6	-4	99
Fc1ccc(NC(=S)NCCN2CCOCC2)c(F)c1F	-2	-1.1	-3	-1	0	-11	-7	8	1	112
COc1cc(C(=O)NCc2cccc3ccccc23)cc(Cl)c1OC	4	-1.8	0	-5	8	-25	-8	7	-3	90
O=C(Oc1cccc(Oc2ccccc2)c1)N1CCOCC1	2	-1.0	-1	2	-8	-17	-10	7	-3	92
Cc1nnsc1C(=O)N1CCCC(C)(C(=O)NS(=O)(=O)C2CC2)C1 (stereo not given)	2	-1.5	7	0	3	-6	.	6	0	102
O=C(Nc1cccc(S(=O)(=O)N2CCOCC2)c1)c1cccc(S(=O)(=O)N2CCCCC2)c1	-2	-4.1	-1	-6	-3	11	8	17	-3	100
CCN(CC)C(=O)C(=O)N/N=C/c1ccc(C(=O)OC)cc1	0	-0.3	-2	13	5	-17	-2	12	2	100
COC(=O)C1=C(C)C(c2ccc(OC)cc2)NC(=O)N1 (stereo not given)	0	-0.7	1	0	14	3	-1	8	-1	95
O=C(O)c1cc(N/N=C/c2ccc3c(c2)OCO3)ccc1Cl	-10	1.5	4	-2	-2	-50	-3	13	0	103
CCOC(=O)c1nnc2ccnn2c1N	3	0.1	3	2	-16	-8	-4	-2	5	100
O=C(c1ccc(S(=O)(=O)N2CCCCC2)cc1)N1CCN=C1SCc1cccnc1	0	0.6	-8	-1	10	-8	5	2	6	90
CN1C[C@@H]2C(c3ccccc3)C3(c4ccc(C#N)cc4)CC2(C3)[C@H]1c1ccccc1 (stereo not given in full)	-3	1.0	-1	-5	-1	-2	-4	-1	7	93
CC(=O)N(C)c1cccc([N+](=O)[O-])c1	2	-1.4	0	0	6	-25	1	7	-1	102
COc1ccc(-c2n[nH]c(=S)n2Cc2ccccc2)cc1OC	5	-1.4	-11	-1	-1	-7	-5	19	0	105
COc1cccc(NC(=O)c2ccccc2Br)c1	-1	-0.8	-2	-4	-11	-77	-3	18	-1	101
O=C(CCCc1ccccc1)NCc1ccc2c(c1)OCO2	0	-0.7	-8	-9	-9	13	-8	19	2	99
Cc1ccccc1CN1CCCOCCS1(=O)=O	2	-1.5	6	-2	-3	-51	-5	1	0	95
CC1=C(C(=O)Nc2ccccn2)C(c2ccc3c(c2)OCO3)C2=C(CC(C)(C)CC2=O)N1 (stereo not given)	1	0.3	-5	6	-5	-16	-4	22	0	97
CCC(=O)/C=C1/Sc2ccccc2N1CC	3	0.2	-7	-20	-4	-23	-6	-8	-4	99
COc1ccc(-c2nnc(NC(=O)Cc3ccccc3)o2)cc1	-3	-4.5	-2	-1	-5	2	-20	1	-5	101
